# IMP-1 inh = inhibitors of Pseudomonas aeruginosa IMP-1 metallo-beta-lactamase; AID 1556; inhibition, % at 5.6 µM; 290,000 compounds, 0.45% hits; purified IMP-1, nitrocefin hydrolysis, epi-absorbance fluorescence;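 active = inhibition above the mean plus 3 SD of all compounds in the same screening run, cut at about 4.5% in these data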;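 note: 0% = IMP-1 with DMSO and 100% = DMSO wells lacking enzyme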
#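 System: Purified IMP-1 | Read-out basis: Percent enzyme inhibition | Controls: IMP-1 with DMSO as 0%, enzyme-free DMSO as 100% | Replicates: One well per compound | Doses: 5.6 µM nominal single concentration | Detection: Epi-absorbance fluorescence, 480 nm excitation, 530 nm emission | Incubation: 25 °C, 15 min preincubation, 25 min reaction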
# MEKK2wt PB1 HTS = raises or lowers MEK5 binding to wildtype human MEKK2 PB1 domain; Q9Y2U5; bead flow cytometry, Alexa488-MEK5 binding to MEKK2 WT; actives lie on both sides; binding response (% of control), % at 10 µM; 290,000 compounds, 1.1% hits; AID 1531; in the data active = binding response below about 67% or above about 130%
# VIM-2 inhibitor = inhibitors of Pseudomonas aeruginosa VIM-2 metallo-beta-lactamase; purified VIM-2, nitrocefin hydrolysis, epi-absorbance fluorescence; inhibition, % at 5.6 µM; 290,000 compounds, 0.89% hits;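 active = inhibition above the mean of all tested compounds plus 3 SD, cutoff set per screening run, cut at about 7.5% in these data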;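 note: red hydrolysis product quenches plate fluorescence so inhibitors raise well fluorescence; 0% = enzyme with DMSO and 100% = DMSO without enzyme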
# HCV NS3 hel inh = HCV NS3 helicase inhibition; NS3 helicase DNA unwinding, Cy5 molecular beacon fluorescence; inhibition, % at 10.9 µM; 290,000 compounds, 0.56% hits; AID 1800;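 active = inhibition above the mean of all tested compounds plus 3 SD, set per campaign, cut at about 35% in these data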;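 note: 0% = DMSO wells and 100% = thioflavine S control wells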
#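 Control set: DMSO versus 110 µM thioflavine S; Material: NS3 helicase fragment of HCV; Measured by: Cy5 fluorescence at 0 and 60 min, beacon hairpin quenching; Read-out basis: percent inhibition from t60/t0 fluorescence ratio; Times: reaction time 60 min, 25 °C; Repeats: single replicate; Compound dosing: single dose, 10.9 µM nominal final, DMSO 0.8% final.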
# SUMO HTRF inh = inhibitors of human SUMOylation (UBC9). P63279. HTRF SUMOylation assay, SAE1/SAE2 + UBC9, in vitro. inhibition, % at 35 µM. 290,000 compounds, 0.36% hits; in the data active = inhibition above about 50%, passing the limit was not always enough; note: strong numbers were not always called active
# Target sequence (P63279 whole entry, looked up): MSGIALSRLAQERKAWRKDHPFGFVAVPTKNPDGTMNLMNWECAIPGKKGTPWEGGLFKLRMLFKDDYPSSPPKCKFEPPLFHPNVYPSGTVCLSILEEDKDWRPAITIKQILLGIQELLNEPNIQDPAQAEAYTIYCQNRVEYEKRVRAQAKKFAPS
# DNA FID counter = displaces DNA intercalator in HCV helicase counter-screen; DNA fluorescent intercalator displacement, fluorescence; inhibition, % at 7.9 µM; 290,000 compounds, 0.17% hits; AID 1845; in the data active = inhibition above about 37%;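 note: 0% = vehicle and 100% = reference compound; higher means more ethidium bromide displaced from hairpin DNA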
# M18AAP inhibitor = blocks P. falciparum M18 aspartyl aminopeptidase. recombinant PfM18AAP, H-Glu-NHMec fluorogenic cleavage. inhibition, % at 7.35 µM. 290,000 compounds, 1.2% hits. AID 1822;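 active = inhibition above the campaign mean inhibition over all tested compounds plus 3 SD, cut at about 28% in these data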;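 note: 0% = plate median of test compound wells and 100% = 2 mM ZnCl2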
# MEKK2mut PB1 HTS = signal of MEK5 binding to mutant human MEKK2 PB1 domain | bead flow cytometry, Alexa488-MEK5 binding to MEKK2 mutant | percent response, % at 10 µM | 290,000 compounds, 0.35% hits | AID 1530; in the data active = percent response above about 24%, passing the limit was not always enough; note: inactives centre near 1; some results filed as inactive read as strong as hits
# NALP1 inh = blocks the NALP1 inflammasome reconstituted in yeast; 280,000 compounds, 0.61% hits; inhibition, % at 10 µM; S. cerevisiae NALP1/ASC/caspase-1 growth, X-gal OD620, 72 h; in the data active = inhibition mostly above about 24%, no sharp cut-off; inactive = mostly below about 32%; note: some compounds called inactive have numbers as strong as hits
# Numbers without * were called inactive; / = not tested or not shown.
SMILES,IMP-1 inh,MEKK2wt PB1 HTS,VIM-2 inhibitor,HCV NS3 hel inh,SUMO HTRF inh,DNA FID counter,M18AAP inhibitor,MEKK2mut PB1 HTS,NALP1 inh
COc1ccccc1N1C(=O)C2C(c3ccc(F)cc3)NN(C(=O)c3ccc(C)cc3)C2C1=O (centres undefined),-2.7,78,-0.2,12,31,-29,-6,-11,4
CC1CC(C)CN(C(=O)COC(=O)Cc2ccc(Br)cc2)C1 (centres undefined),-3.0,101,-1.3,-8,7,-35,0,7,-30
COc1ccccc1CC(=O)N1CCC(CCC(=O)NC2CC2)CC1,0.5,101,0.6,6,23,-16,-18,-2,8
O=C(CNC(=O)C1CCCCC1)OCC(=O)c1ccc(Br)cc1,-2.8,92,-1.6,-9,-4,-14,-2,-4,2
CCOc1ccc(-c2nc(C#N)c(N3CCCCCC3)o2)cc1,4.1,97,0.5,-3,-1,-5,-13,6,35
CCOC(=O)N1CCN(CC(O)COc2ccc(C)c(C)c2)CC1 (centres undefined),-2.0,110,-5.1,0,-12,-13,-5,8,3
Cn1ccnc1SCC(=O)Nc1nc2ccccc2s1,-0.1,72,0.4,11,15,-4,10,-10,16
CCCNC(=O)c1ccc2c(c1)C1C3CCC(C3)C1C(c1ccccc1)N2 (centres undefined),-2.2,77,-1.6,7,-11,-32,-2,-5,25
O=C(Nc1ccc(Cl)cc1)c1cccc(N2C(=O)C3C4CCC(C4)C3C2=O)c1 (centres undefined),-3.0,98,-5.1,-5,6,-16,5,-1,21
CC1CN(S(=O)(=O)c2ccc(F)cc2)CN1C(=O)N1CCOCC1 (centres undefined),-2.8,97,-1.3,6,6,-4,1,-1,6
O=Cc1ccc(OCc2nnc(-c3ccccc3Br)o2)cc1,-1.0,106,-0.8,-4,-5,-21,2,3,15
COc1cc(NC(=O)c2ccc(Cl)cc2)c2ncccc2c1,-3.1,97,-4.3,8,23,-2,-2,1,16
CCCN(CCC)CCCNC(=O)C1c2cc(OC)c(OC)cc2C(=O)N(C)C1c1cccs1 (centres undefined),-3.1,99,-2.1,-2,15,5,5,1,8
O=C(N[C@@H](Cc1ccccc1)C(=O)O)c1ccncc1,-0.8,112,-0.9,-2,1,4,-7,11,1
c1ccc(CSc2nc3ncncc3[nH]2)cc1,-5.7,102,-2.1,0,-2,-3,1,-2,-12
O=C(C1=C[C@H](c2csc3ccccc23)C[C@H](OCCCCO)O1)N1CCN(Cc2ccccc2)CC1,-1.6,102,-2.1,-12,9,-30,4,-1,30*
Cc1ccc(O)c(C(=O)CC(=O)c2ccc(C(C)(C)C)cc2)c1,-0.7,106,-1.6,-8,6,-10,2,3,-5
CCn1c(SCC(=O)Nc2nccs2)nnc1C1CC1,-2.2,103,-2.1,-8,-3,-1,-2,3,-85
COc1ccc(NC(=O)c2c(Cl)nc3ccccn23)cc1,-2.7,96,-2.0,-7,17,-5,1,0,10
Cc1ccc(Sc2cc(NCCCO)c([N+](=O)[O-])c3nonc23)cc1,-3.2,112,-2.7,-5,52,3,-11,3,/
CCCC(=O)N1CCc2[nH]c3ccccc3c2C1,-1.5,96,-1.0,-3,24,0,3,-1,12
Cc1cc(OC(=O)c2ccccc2Cl)cc(=O)n1C,-1.2,101,0.1,8,2,-3,-7,4,8
CC(/C=C1\SC(=S)N(NC(=O)c2ccc(C)cc2)C1=O)=C\c1ccccc1,-1.5,91,-2.8,9,1,3,6,-4,0
CCNC(=O)COC(=O)C1C(C(=O)OCC)=C(C)NC(C)=C1C(=O)OCC,-1.2,81,-0.2,0,12,-19,8,-2,-3
Cc1ccc2c(c1)c(C)cc(=O)n2CCC(=O)O,0.6,100,1.6,5,-5,-7,0,-3,4

# More results follow:
SMILES,IMP-1 inh,MEKK2wt PB1 HTS,VIM-2 inhibitor,HCV NS3 hel inh,SUMO HTRF inh,DNA FID counter,M18AAP inhibitor,MEKK2mut PB1 HTS,NALP1 inh
CC(OC(=O)c1cccs1)C(=O)NC1CC1 (centres undefined),-1.9,97,-2.6,2,-16,-3,-1,-4,1
O=C1CCC(C(=O)N2CCOCC2)CN1Cc1ccc(Cl)cc1 (centres undefined),-1.2,101,0.1,17,-7,-4,-3,-3,7
Cc1sc(NC(=O)c2ccco2)c(CN2CCN(c3ccccn3)CC2)c1C,-2.2,123,-2.0,-10,-24,-4,-6,14,16
CC(C)CNC(=S)Nc1ccc(F)cc1,-2.4,104,-3.2,-4,-12,-3,10,-1,23
O=C(Nc1ccccc1)Nc1cc(S(=O)(=O)N2CCOCC2)ccc1N1CCCC1,-2.3,105,-0.8,2,12,-9,-7,0,3
Cc1ccn2cc(-c3ccc4c(c3)NC(=O)CO4)nc2c1,-2.9,92,6.5,-7,8,4,10,-7,4
COc1ccc(-c2cc(-c3ccco3)[nH]c(=O)c2C#N)cc1,0.6,96,1.6,31,47,-15,3,-1,/
CC(=O)c1cccc(OCc2cc(C(=O)N3CC4C[C@@H]5CC3C[C@H](C4)C5)no2)c1,-4.7,105,-2.7,-1,-10,-44,-11,10,-14
Cc1ccc(C(=O)NC(=S)NCc2ccco2)cc1,-1.1,90,2.9,-7,-4,0,-3,-2,9
O=C(Cn1cnc([N+](=O)[O-])n1)c1ccccc1,0.0,106,-0.1,-3,3,0,0,2,-12
Cc1ccc(C2CC(=O)C=C(NCc3ccccc3)C2)cc1 (centres undefined),-1.0,104,-2.1,-5,11,-26,1,3,-2
Cc1cc(OCCN2CCCC2)cc(C(C)C)c1,-2.4,100,-1.8,-2,-3,12,3,0,51
COc1ccc(C2C(C(=O)c3cccs3)=C(O)C(=O)N2c2cccc(C)n2)cc1 (centres undefined),-4.3,103,-1.0,8,4,-41,1,6,0
COc1ccc(Nc2cc(C(=O)NCc3ccccn3)c3ccccc3n2)c(OC)c1,-2.0,111,-3.9,7,-7,-9,4,1,-1
Cc1cc(C)c(N(C(=O)CN2C(=O)c3ccccc3S2(=O)=O)C(C(=O)NCC2CCCO2)c2ccc(F)cc2)c(C)c1 (centres undefined),-3.8,96,-2.9,-10,-4,-52,2,-1,23
Cc1n[nH]c(C)c1CCNC(=O)C1CCC(=O)N(Cc2ccccc2F)C1 (centres undefined),-4.1,108,-2.2,10,-8,-11,-9,10,-5
CCc1ccc(-c2c(C)sc(NC(C)=O)c2C(N)=O)cc1,-1.9,99,-0.6,-4,8,-23,-28,0,25
CCCN(CCC)C(=O)Cn1ccc(=N)c2ccccc21,-0.2,102,-1.4,3,15,-1,3,21,13
C=CCn1c(-c2sc(-c3ccccc3)nc2C)n[nH]c1=S,-4.4,98,-5.9,-1,17,-18,18,0,-5
Cc1ccc(-c2nc(CS(=O)(=O)CC(=O)N3CCOCC3)c(C)o2)cc1,-1.6,99,-1.1,0,2,-18,-1,0,15
CCOC(=O)CC(NC(=O)c1cccc2c1C(=O)N(Cc1cccnc1)C2)c1ccc(OCC)c(OC)c1 (centres undefined),-4.0,99,-4.2,9,6,-34,-7,-1,20
O=C(NCCc1ccccc1)c1ccc2c(c1)OCCCO2,-2.6,102,0.6,-9,18,-14,-6,3,12
CCCCNC(=O)c1onc(CSc2ccc(C)c(C)c2)c1C(=O)O,-2.8,105,-2.6,23,3,-31,2,-3,-4
CC(C)(C)c1ccc2c(c1)OC(C(=O)N/N=C\c1ccc(-c3cccc(C(=O)O)c3)o1)CO2 (centres undefined),-3.0,97,-4.5,23,25,-31,7,1,-8
Cc1c(C(=O)NCc2ccc3c(c2)OCO3)oc2ccccc12,-5.9,89,-5.0,-7,-7,-17,0,-1,-46

# Part of the list above, set out differently:
Molecule	IMP-1 inh	MEKK2wt PB1 HTS	VIM-2 inhibitor	HCV NS3 hel inh	SUMO HTRF inh	DNA FID counter	M18AAP inhibitor	MEKK2mut PB1 HTS	NALP1 inh
CC(C)CNC(=S)Nc1ccc(F)cc1	-2.4	104	-3.2	-4	-12	-3	10	-1	23
CCCC(=O)N1CCc2[nH]c3ccccc3c2C1	-1.5	96	-1.0	-3	24	0	3	-1	12
Cc1ccc2c(c1)c(C)cc(=O)n2CCC(=O)O	0.6	100	1.6	5	-5	-7	0	-3	4

# New compounds follow.
SMILES,IMP-1 inh,MEKK2wt PB1 HTS,VIM-2 inhibitor,HCV NS3 hel inh,SUMO HTRF inh,DNA FID counter,M18AAP inhibitor,MEKK2mut PB1 HTS,NALP1 inh
O=C1CC(N2CCc3ccccc32)C(=O)N1c1ccc(F)cc1 (centres undefined),-0.9,101,-5.0,-2,8,1,5,1,14
COc1ccc(C2C=C(c3ccc(C)c(C)c3)Nc3ncnn32)c(OC)c1OC (centres undefined),-0.5,97,-1.1,-4,31,-30,11,1,-15
COc1ccc(/C=C/CN2CCN(Cc3ccc(F)cc3)C(CCO)C2)cc1 (centres undefined),-1.9,98,-3.3,-15,-3,4,2,-7,5
COc1ccc(S(=O)(=O)N(CC(=O)N2CCN(c3ccccc3)CC2)c2ccccc2)cc1,0.4,100,0.0,9,10,-2,8,4,4
COc1cc(C(=O)Nc2cc(Cl)ccc2C)c(-n2cnnn2)cc1OC,-5.3,90,0.1,-6,11,-4,1,-7,10
COc1ccc(-c2cnnn2-c2ccc(NC(=O)c3ccco3)cc2)cc1OC,-1.9,90,-3.6,-2,7,-16,7,-13,5
N#C/C(=C\c1ccc(N2CCCCC2)c([N+](=O)[O-])c1)c1nn(-c2ccccc2)c(N)c1C#N,-1.9,93,-0.6,-12,-18,1,-10,-2,28
CCCC1=C(C(=O)OCC)C(c2ccc(OC)c(CSc3ccccn3)c2)C(C#N)=C(N)O1 (centres undefined),-2.3,99,-2.5,-3,-7,-31,-1,-1,10
O=C(NCC1CCN(Cc2ccccc2Cl)CC1)Nc1cccc(Cl)c1,-2.1,110,-2.0,-19,8,21,5,1,32

# Full records, looked up by structure.
# Entry for COc1ccc(/C=C/CN2CCN(Cc3ccc(F)cc3)C(CCO)C2)cc1 (centres undefined) = IMP-1 inh: -1.9; MEKK2wt PB1 HTS: 98; VIM-2 inhibitor: -3.3; HCV NS3 hel inh: -15; SUMO HTRF inh: -3; DNA FID counter: 4; M18AAP inhibitor: 2; MEKK2mut PB1 HTS: -7; NALP1 inh: 5
# Entry for N#C/C(=C\c1ccc(N2CCCCC2)c([N+](=O)[O-])c1)c1nn(-c2ccccc2)c(N)c1C#N = IMP-1 inh: -1.9; MEKK2wt PB1 HTS: 93; VIM-2 inhibitor: -0.6; HCV NS3 hel inh: -12; SUMO HTRF inh: -18; DNA FID counter: 1; M18AAP inhibitor: -10; MEKK2mut PB1 HTS: -2; NALP1 inh: 28
